# Source: PubChem BioAssay (National Center for Advancing Translational Sciences (NCATS))
# Shiga inhibitor – inhibitors of Shiga toxin in Vero cells | hit rate 9.2% among 290,000 | inhibition, % at 38.7 µM | Vero cells, Shiga toxin protein synthesis inhibition reporter; in the data active = inhibition mostly above about 28%, no sharp cut-off; inactive = mostly below about 43%; also: 0% is about no effect
# HCV inhibitor – inhibitors of hepatitis C virus infection; Huh7.5.1 HCVcc-Cre infection, luciferase reporter, 44 h; Potency, µM (top dose mostly 41.8 µM), inactives show top-dose activity change, negative = inhibition, hits mostly inhibitors; hit rate 3.4% among 340,000; AID 651820; also: potency is read from the fitted curve at half-maximal effect; % is scaled to controls: 0 for no effect and ±100 for the full control effect
#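 Whole-lifecycle infectious HCVcc-Cre system; cells 1,000/well, compound then virus (~0.5 moi) added 4 h after plating, 44 h culture. Luciferase read 15 sec following 15 min substrate incubation, room temp.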
# Pf growth 96h – P. falciparum growth inhibition at 96 hour, primary screen for plastid delayed-death inhibitors. Potency, µM (series often up to 28.7 µM), without a hit: top-dose activity change, negative = inhibition, usual class: inhibitors. P. falciparum luciferase reporter growth, 96 h. hit rate 6.9% among 320,000; also: potency is read from the fitted curve at half-maximal effect; % is scaled to controls: 0 for no effect and ±100 for the full control effect
#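 Delayed-death screen, second-generation endpoint: infected erythrocytes, 2% hematocrit, 0.05% parasitemia final; 96 hours at 37 C, 5% CO2; luciferase detection reagent; luminescence decrease equals reduced growth.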
# TbPYK inhibitor – blocks Trypanosoma brucei pyruvate kinase; Q57TT1; TbPYK enzyme, Kinase-Glo Plus ATP luminescence, 45 min; Potency, µM (series often up to 76.8 µM), without a hit: at the highest dose activity, negative = inhibition, hits mostly inhibitors; hit rate 0.12% among 410,000; AID 624173; also: potency is read from the fitted curve at half-maximal effect; % is scaled to controls: 0 for no effect and ±100 for the full control effect; nearly all actives have a fitted effect of over 50% in size
#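 Readout: single end-point luminescence (Kinase-Glo Plus, 10 min). Reaction conditions were TbPYK/substrate plus 130 uM ADP, 45 min at RT, pH 7.2 TEA buffer. No-enzyme wells served as controls, and data were normalized before concentration-response fitting.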
# LmPK inhibitor – blocks Leishmania mexicana pyruvate kinase activity. purified LmPK, Kinase-Glo ATP luminescence, 1 h. Potency, µM (top dose mostly 57.5 µM), for the others: top-dose activity change, negative = inhibition, actives largely listed as inhibitors. Q27686. hit rate 0.37% among 290,000; also: potency is read from the fitted curve at half-maximal effect; % is scaled to controls: 0 for no effect and ±100 for the full control effect
# Target sequence (Q27686 whole entry, looked up): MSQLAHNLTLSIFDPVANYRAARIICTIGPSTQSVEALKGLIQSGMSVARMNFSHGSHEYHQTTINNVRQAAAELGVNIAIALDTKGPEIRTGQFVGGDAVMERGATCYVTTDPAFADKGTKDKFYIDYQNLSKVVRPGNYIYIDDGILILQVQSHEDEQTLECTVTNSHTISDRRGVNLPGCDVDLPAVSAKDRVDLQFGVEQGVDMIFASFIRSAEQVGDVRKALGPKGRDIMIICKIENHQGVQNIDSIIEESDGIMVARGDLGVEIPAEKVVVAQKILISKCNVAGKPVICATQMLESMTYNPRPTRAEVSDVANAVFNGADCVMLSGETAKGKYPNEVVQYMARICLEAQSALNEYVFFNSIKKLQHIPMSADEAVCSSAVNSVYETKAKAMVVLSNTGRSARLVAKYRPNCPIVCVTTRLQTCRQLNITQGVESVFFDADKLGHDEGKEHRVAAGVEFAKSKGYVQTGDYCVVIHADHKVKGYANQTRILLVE
#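 0.1 nM LmPK, 0.5 mM PEP, 0.1 mM ADP; 50 mM imidazole pH 7.2, 7 mM MgCl2, 50 mM KCl; 1 h RT. Kinase-Glo luminescence readout, normalized to no-enzyme (full inhibition) and uninhibited wells.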
# Pf growth 48h – inhibits P. falciparum growth in the first generation, 48 h | P. falciparum luciferase growth in erythrocytes, 48 h | Potency, µM (titrated, usually from 28.7 µM), for the others: at the top dose activity change, negative = inhibition, hits mostly inhibitors | hit rate 5.9% among 310,000; also: potency is read from the fitted curve at half-maximal effect; % is scaled to controls: 0 for no effect and ±100 for the full control effect
#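 First compound was added to culture medium, then infected red cells at 0.1% parasitemia and 2% hematocrit (final). After incubation at 37 C under 5% CO2, luciferase detection reagent was dispensed and light output recorded.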
# CHX counter – affects cycloheximide protein synthesis inhibition readout, counter-screen. hit rate 12% among 300,000. cell reporter, cycloheximide protein synthesis inhibition counterscreen. max response, %; in the data active = max response mostly above about 13%, no sharp cut-off; inactive = mostly below about 14%; also: read at 38.3 µM for the half of the compounds with a filed dose; 0% is about no effect
# Numbers without * were called inactive; ? = inconclusive; nt = no result given; [ ] = dose if it differs, or a comment. Unless noted, calls follow the shape of the dose curve; as a rule, active = well fitted curve in the direction sought with a large enough effect; inconclusive = small, poorly fitted or top-dose-only effect, or another doubt; inactive = no such curve, though single readings can be large; an effect the other way counts as inactive or inconclusive.
no.	canonical_smiles	Shiga inhibitor	HCV inhibitor	Pf growth 96h	TbPYK inhibitor
1	COC(=O)c1cc(OC)c(OC)cc1NC(=S)Nc1cccc(Cl)c1	14	2%	13µM*	0%
2	CCOC(=O)Cc1csc(NC(=O)CSc2nnc(-c3ccc(OC)cc3)n2C)n1	-5	-6%	nt	3%
3	Cc1nnc(SC(C)C(=O)Nc2ccc(Cl)cn2)n1Cc1ccccc1 (configuration not stated)	-17	6%	4%	8%
4	Cn1c(=O)c(=O)n(C)c2cc([N+](=O)[O-])c([N+](=O)[O-])cc21	3	?	?	1%
5	c1ccc2c(c1)[nH]c1nc(SCCN3CCOCC3)nnc12	27	?	?	-17%
6	O=[N+]([O-])c1c2ccccc2cc2ccccc12	nt	?	?	-2%
7	Cc1ccc(C(=O)N2CCN(C)CC2)cc1[N+](=O)[O-]	-5	-5%	6%	-2%
8	O=C(NCCc1c[nH]c2ccccc12)OCCCCOC(=O)NCCc1c[nH]c2ccccc12	nt	?	?	-6%
9	CCc1nccn1CCC(=O)N1CCCC(N2CCN(c3ccccc3C)CC2)C1 (configuration not stated)	10	?	-16%	1%
10	O=C(O)/C=C\c1cccc(-n2cnnn2)c1	24	12%	4%	1%
11	O=C1C2ON(c3ccccc3)C(c3ccccc3F)C2C(=O)N1c1ccccc1 (configuration not stated)	-12	6%	0%	-1%
12	O=C(N/N=C\c1cccs1)c1ccccc1-n1cccc1	15	-1%	52%[activator]	0%
13	COc1ccc(OC)c(NC(=O)CNC(=O)c2cccs2)c1	-11	-24%	4%	14%
14	CN(C)C(CNC(=O)CN1C(=O)NC2(CCCC2)C1=O)c1ccccc1 (configuration not stated)	nt	23%	3%	2%
15	N/C(=N\OC(=O)Nc1cccc(C(F)(F)F)c1)c1ccno1	-11	1%	-2%	-2%

no.	LmPK inhibitor	Pf growth 48h	CHX counter
1	5%	3%	-2
2	6%	45%[activator]	-4
3	-1%	2%	-4
4	3%	-12%	-3
5	-3%	?	13*
6	nt	2.6µM*	nt
7	-10%	18%	-2
8	nt	10µM*	nt
9	-1%	?	6
10	-1%	14%	0
11	-3%	9%	0
12	5%	-13%	7
13	-1%	nt	-3
14	nt	-19%	nt
15	9%	30%	-2

# Fetched one by one from above, 3 records:
no.	canonical_smiles	Shiga inhibitor	HCV inhibitor	Pf growth 96h	TbPYK inhibitor
1	COC(=O)c1cc(OC)c(OC)cc1NC(=S)Nc1cccc(Cl)c1	14	2%	13µM*	0%
9	CCc1nccn1CCC(=O)N1CCCC(N2CCN(c3ccccc3C)CC2)C1 (configuration not stated)	10	?	-16%	1%
12	O=C(N/N=C\c1cccs1)c1ccccc1-n1cccc1	15	-1%	52%[activator]	0%

no.	LmPK inhibitor	Pf growth 48h	CHX counter
1	5%	3%	-2
9	-1%	?	6
12	5%	-13%	7

# Later entries.
no.	canonical_smiles	Shiga inhibitor	HCV inhibitor	Pf growth 96h	TbPYK inhibitor
16	CC1CCC(NC(=O)c2cc3ccccc3cc2O)CC1 (configuration not stated)	nt	?	?	-18%
17	Cc1ccsc1C1Nc2ccccc2-c2nc3ccccc3n21 (configuration not stated)	132*	?	82%[activator]	1%
18	CCOc1ccc(C(c2nnnn2C(C)(C)C)N2CCN(C(=O)c3ccco3)CC2)cc1 (configuration not stated)	20	7%	-20%	1%
19	COc1ccc(OC)c(-c2csc(NC(=O)Cc3ccc(OC)c(OC)c3)n2)c1	-6	?	-19%	0%
20	Cc1c(C)c2ccc(OC(C)C(=O)N3CC[C@@]4(O)CCCC[C@H]4C3)cc2oc1=O (some centres not stated)	0	?	9.3µM*	3%
21	CCOc1ccccc1NC(=O)CNC(=O)N1CC(=O)Nc2ccccc21	1	-3%	-24%	-4%
22	O=C(CSc1nnc(CNC(=O)c2cccs2)o1)Nc1ccc(Br)cc1	2	13%	13µM*	2%
23	COc1ccccc1CC1CC(=O)N(c2ccccc2)C1=O (configuration not stated)	-6	6%	9.3µM*	5%
24	C=CCn1c(NCc2ccco2)nc2ccccc21	-5	2%	27%	0%
25	c1ccc(-c2nnc(CN3CCN(C(c4ccccc4)c4ccccc4)CC3)o2)cc1	5	-10%	9.3µM*	6%
26	Cc1sc(NC(=O)c2ccccc2F)c(CN2CCCCC2)c1C	127*	?	?	-1%
27	CC(c1ccc(F)cc1)n1c(Cn2ncc3ccccc3c2=O)n[nH]c1=S (configuration not stated)	-17	-18%	?	13µM*
28	Cc1ccc(C)c(-n2cc(CNCCCn3cccn3)c(-c3ccccc3)n2)c1	-5	?	-27%	-5%
29	CCOC(=O)Cc1nnc(NC(=O)CSc2ccccc2)s1	-13	10%	nt	-11%
30	O=C(NCCc1ccccn1)C1CCCN(S(=O)(=O)Cc2ccccc2)C1 (configuration not stated)	-14	18%	3.7µM*	0%

no.	LmPK inhibitor	Pf growth 48h	CHX counter
16	nt	?	nt
17	-8%	59%[activator]	76*
18	-9%	?	-2
19	2%	-8%	-4
20	-5%	12%	2
21	-3%	-6%	2
22	-3%	7%	1
23	-3%	-2%	-3
24	1%	2%	-3
25	17%	-41%	4
26	?	34%[activator]	50*
27	6%	-8%	1
28	-2%	?	-1
29	4%	-5%	-1
30	9%	nt	-2

# New compounds follow.
no.	canonical_smiles	Shiga inhibitor	HCV inhibitor	Pf growth 96h	TbPYK inhibitor
31	Cc1cc(C)n(-c2cc(C)c(C)cc2Br)n1	2	2%	nt	3%
32	COc1ccc(-n2nc(C(=O)NCC(=O)Nc3cc(OC)ccc3OC)c3ccccc3c2=O)cc1	-5	?	?	2%
33	CCCCC(=O)Nc1ccc(C(=O)NNC(=S)NC(=O)c2ccco2)cc1	11	-20%	6%	-8%
34	O=C(CC(C(=O)O)C1CCCO1)NCc1ccccc1 (configuration not stated)	-13	5%	17%	0%
35	O=C(O)C1CN(c2nc(Cl)ccc2[N+](=O)[O-])C1	-4	13%	-23%	3%
36	O=Cc1cc2cc3c(cc2nc1Cl)OCCO3	46	12%	52%[activator]	0%
37	O=S(=O)(Nc1cccnc1Cl)c1ccc(F)cc1	4	25%	-8%	-5%
38	Cc1cccc(NC(=S)NCC(c2cccnc2)N(C)C)c1 (configuration not stated)	-7	7%	46%[activator]	1%
39	O=C(NCC1CCCO1)c1cc2ccccc2oc1=O (configuration not stated)	96*	11%	-13%	-5%
40	O=S(=O)(c1ccccc1F)N1CCN(CC(O)c2ccccc2)CC1 (configuration not stated)	-17	20%	6%	-1%
41	O=C(OCC(=O)C12CC3CC(CC(C3)C1)C2)c1ccccn1	-10	17%	49%[activator]	3%
42	COC(=O)c1cc(NC(=O)c2cccnc2)ccc1N1CCOCC1	27	8%	-4%	3%
43	CN(CC(=O)Nc1ccc(F)c(F)c1F)C(=O)c1ccc(-n2cncn2)cc1	nt	-1%	3%	4%
44	CC1=CC(C)(C)Nc2ccc(OC(=O)C(C)N3C(=O)c4ccccc4C3=O)cc21 (configuration not stated)	-36	?	?	1%
45	COc1ccc(N2CCN(C3CC(=O)NC3=O)CC2)cc1 (configuration not stated)	-10	14%	?	1%

no.	LmPK inhibitor	Pf growth 48h	CHX counter
31	1%	-17%	6
32	5%	3.3µM*	-9
33	3%	?	3
34	3%	2%	-7
35	-1%	-7%	-2
36	-2%	70%[activator]	7
37	6%	-10%	-6
38	-4%	-3%	1
39	-7%	57%[activator]	37*
40	3%	12%	2
41	0%	19%	13
42	1%	49%[activator]	-3
43	nt	16%	nt
44	7%	13µM*	1
45	6%	10%	-7

# Other results follow:
no.	canonical_smiles	Shiga inhibitor	HCV inhibitor	Pf growth 96h	TbPYK inhibitor
46	N/C(=N\OS(=O)(=O)c1ccc(Br)cc1)c1ccncc1	-16	-22%	?	0%
47	CCCC(C)NC(=O)c1cc(Cl)ccc1OC (configuration not stated)	-10	?	?	1%
48	C/C(=N\Nc1nc2ccccc2s1)c1ccc(Br)s1	41*	11µM*	?	2%
49	O=C(N/N=C/c1ccncc1)C1CC1(c1ccccc1)c1ccccc1 (configuration not stated)	11	-10%	5.2µM*	-18%
50	Cc1ccc(C)c(S(=O)(=O)N2CCCC2CNC(=O)C(=O)NC2CCCC2)c1 (configuration not stated)	nt	-8%	-13%	2%
51	O=c1c(Cl)c(NCCCO)cnn1-c1nc2ccccc2[nH]1	137*	10µM*	463%[activator]	?
52	CSCCC(NC(=O)c1ccco1)C(=O)Nc1ccncc1 (configuration not stated)	17	11%	7%	0%
53	CC1(C(=O)Nc2cccc(C(F)(F)F)c2)CO1 (configuration not stated)	10	nt	5%	nt
54	Cc1cccc(Oc2nc(-c3ccncc3)nc3ccccc23)c1	-13	7.1µM*	1.5µM*	3%
55	COC(=O)C1=C(C)OC(N)=C(C#N)C12C(=O)Nc1ccccc12 (configuration not stated)	-10	6%	3%	0%
56	OCCN1CCN(c2ncnc3c2c(-c2ccccc2)cn3-c2ccc(F)cc2)CC1	2	-11%	3%	-1%
57	CCSc1nnc(CNC(=O)C23CC4CC(CC(C4)C2)C3)n1C1CCCCC1	9	30%	7%	-14%
58	O=C(CN1C(=O)C2C3C=CC(C3)C2C1=O)NCCc1ccccc1Cl (configuration not stated)	7	7%	24%	-3%
59	CC(/C=N/NC(=O)c1cc(C2CC2)[nH]n1)=C\c1ccccc1	24	-15%	0%	3%
60	CCOC(=O)c1cnc(SCc2ccccc2)nc1N	109*	?	nt	7%

no.	LmPK inhibitor	Pf growth 48h	CHX counter
46	1%	14%	-2
47	-8%	nt	-2
48	3%	?	19*
49	4%	?	2
50	nt	?	nt
51	14µM*	348%[activator]	84*
52	-7%	3%	-1
53	7%	143%[activator]	2
54	2%	1.7µM*	1
55	-2%	33%[activator]	-3
56	-1%	?	-5
57	3%	15%	-1
58	-2%	32%[activator]	-2
59	0%	2%	9.5*
60	-7%	147%[activator]	47*

# Excerpt, entries 56–57
no.	canonical_smiles	Shiga inhibitor	HCV inhibitor	Pf growth 96h	TbPYK inhibitor
56	OCCN1CCN(c2ncnc3c2c(-c2ccccc2)cn3-c2ccc(F)cc2)CC1	2	-11%	3%	-1%
57	CCSc1nnc(CNC(=O)C23CC4CC(CC(C4)C2)C3)n1C1CCCCC1	9	30%	7%	-14%

no.	LmPK inhibitor	Pf growth 48h	CHX counter
56	-1%	?	-5
57	3%	15%	-1

# Going on with the list.
no.	canonical_smiles	Shiga inhibitor	HCV inhibitor	Pf growth 96h	TbPYK inhibitor
61	CC(Nc1nc2ccccc2n2cnnc12)c1ccccc1 (configuration not stated)	35*	-8%	-19%	-4%
62	CCOCCCNS(=O)(=O)c1ccccc1	-1	-1%	-28%	3%
63	COc1ccccc1N1CCN(/N=C/C=C\c2ccco2)CC1	53*	-15%	281%[activator]	-6%
64	CCOC(=O)Nc1ccc2c(c1)N(C(=O)CCN1CCN(C)CC1)c1ccccc1S2	41	?	96%[activator]	5%

no.	LmPK inhibitor	Pf growth 48h	CHX counter
61	2%	-24%	20*
62	-4%	nt	-3
63	-8%	198%[activator]	41*
64	-3%	-24%	-4
